Rac1 GTP hydrolysis: MgcRacGAP GTPase-activating activity inhibitors, confirmation, biochemical, ADP Hunter fluorescence; 340,000 tested, 0.6% active; Rac GTPase-activating protein 1 (Homo sapiens); MgcRacGAP-stimulated Rac1 GTP hydrolysis, ADP Hunter fluorescence; higher % means a stronger effect; GST-tagged Rac1 F28L mutant substrate; one-dose inhibition, % at 30 µM; IC50 in µM for titrated hits;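 active means first-screen hits whose inhibition reached a set limit at any dose in the follow-up dose series; inconclusive means inhibition above the set first-screen limit but never retested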;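 further: fluorescence reports GDP produced by GAP-driven GTP hydrolysis; strong numbers were not always called active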
NTR1 agonist: agonists of NTR1, primary screen, imaging, U2OS cells, beta-arrestin-GFP, high content (AID 493036) | NTR1-U2OS beta-arrestin-GFP spot imaging, agonist mode | activation, % at 20 µM | Neurotensin receptor type 1 (Homo sapiens), P30989 | 330,000 tested, 0.17% active;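 active means activation at or above 40% of the spot to cytoplasm intensity ratio, with at least 20 cells analyzed; inconclusive means wells under 20 cells, flagged as cytotoxic or low count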;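 further: 0% = DMSO without peptide and 100% = 100 nM NTR1 peptide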
NS5 inhibitors: Dengue-2 NS5 methyltransferase inhibitors, primary screen, biochemical, confirmation dose response (AID 588689); Genome polyprotein (Dengue virus type 2 (strain 16681-PDK53)); Dengue-2 NS5 methyltransferase capping enzyme assay, biochemical; higher % means a stronger effect; one-dose inhibition, % at 25 µM; IC50 in µM for titrated hits; 340,000 tested, 0.3% active; in the data active means a potency from the dose series; inconclusive means inhibition above about 29% without an active follow-up result
NTR1 agonist cell count 20 µM: second read-out of NTR1 agonist, no call of its own (marks repeat the call); cell count; measured here: cell count, cytotoxicity flag
* marks the source's active call; other numbers are inactive results; ? = inconclusive; · = not tested or not shown.

SMILES	Rac1 GTP hydrolysis	NTR1 agonist	NTR1 agonist cell count 20 µM	NS5 inhibitors
CC(=O)OCC(=O)C1(O)CCC2C3CCC4=CC(=O)C=CC4(C)C3(F)C(O)CC21C (stereo unspecified)	-10%	·	·	-9%
O=C1c2c(O)cccc2C(C2OC(CO)[C@@H](O)[C@H](O)[C@H]2O)c2cc(CO)cc(O)c21 (stereo partly specified)	12%	0.8	57	13%
O=c1c(O[C@@H]2O[C@H](CO)C(O)C2O)c(-c2ccc(O)c(O)c2)oc2cc(O)cc(O)c12 (stereo partly specified)	?	-1.7	70	-8%

Complete entries, quoted from the list. Order of screens: Rac1 GTP hydrolysis	NTR1 agonist	NTR1 agonist cell count 20 µM	NS5 inhibitors
CC(=O)OCC(=O)C1(O)CCC2C3CCC4=CC(=O)C=CC4(C)C3(F)C(O)CC21C (stereo unspecified) as listed: -10%	·	·	-9%
O=c1c(O[C@@H]2O[C@H](CO)C(O)C2O)c(-c2ccc(O)c(O)c2)oc2cc(O)cc(O)c12 (stereo partly specified) as listed: ?	-1.7	70	-8%

Part of the list above, reduced to Rac1 GTP hydrolysis and NTR1 agonist:
| canonical_smiles | Rac1 GTP hydrolysis | NTR1 agonist |
| --- | --- | --- |
| CC(=O)OCC(=O)C1(O)CCC2C3CCC4=CC(=O)C=CC4(C)C3(F)C(O)CC21C (stereo unspecified) | -10% | · |
| O=C1c2c(O)cccc2C(C2OC(CO)[C@@H](O)[C@H](O)[C@H]2O)c2cc(CO)cc(O)c21 (stereo partly specified) | 12% | 0.8 |

A portion of the library; the hit share may differ from the screen's.
